High-throughput results (PubChem BioAssay)
KB-V1 cytotox = qHTS assay for MDR1-selective chemotherapeutics: Primary screen using the drug-selected MDR subline cells KB-V1; Potency, µM (titrated, usually from 46.1 µM), for inactives: at the top dose activity change, negative = cytotoxicity, actives largely listed as cytotoxic; KB-V1 MDR cells viability, CellTiter-Glo, 72 h; hit rate 3.4% among 400,000; further: potency means the concentration at half of the fitted maximal effect; on the % scale 0 is the no-effect control and ±100 the full control effect; nearly all actives have a fitted effect of over 60% in size
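Potencies derive from concentration-effect curves fitted to normalized luminescence (CellTiter-Glo) of KB-V1 cells treated for 72 h at 37 degrees C in phenol-red-free DMEM containing 10% FBS.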
IL1B secr inh = qHTS for Inhibitors of Inflammasome Signaling: IL-1-beta AlphaLISA Primary Screen | THP-1 LPS/ATP IL-1B secretion, AlphaLISA, 16 h; stronger effect = lower value | activity change, % at 57.5 µM | hit rate 4.7% among 360,000 | AID 743279, 2014; in the data active means activity change below about -50%; inconclusive means mostly about -30% to -49%; further: on the % scale 0 is the no-effect control and ±100 the full control effect
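THP-1 cells pretreated 1 hr with compounds (up to 57.5 uM final), then stimulated with LPS (250 ng/mL final) plus ATP (1.25 mM final); secreted IL-1B measured by AlphaLISA after 16 hr, decreased signal indicating inhibition.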
WRN inhibitor = qHTS for Inhibitors of WRN Helicase | hit rate 0.46% among 360,000 | Bifunctional 3'-5' exonuclease/ATP-dependent helicase WRN (Homo sapiens), Q14191 | Potency, µM (series often up to 114 µM), for the others: at the top dose activity change, negative = inhibition, actives largely listed as inhibitors | WRN helicase unwinding, fluorescent forked duplex, kinetic; further: potency means the concentration at half of the fitted maximal effect; on the % scale 0 is the no-effect control and ±100 the full control effect; nearly all actives have a fitted effect of over 55% in size
Target sequence (Q14191 whole entry, looked up): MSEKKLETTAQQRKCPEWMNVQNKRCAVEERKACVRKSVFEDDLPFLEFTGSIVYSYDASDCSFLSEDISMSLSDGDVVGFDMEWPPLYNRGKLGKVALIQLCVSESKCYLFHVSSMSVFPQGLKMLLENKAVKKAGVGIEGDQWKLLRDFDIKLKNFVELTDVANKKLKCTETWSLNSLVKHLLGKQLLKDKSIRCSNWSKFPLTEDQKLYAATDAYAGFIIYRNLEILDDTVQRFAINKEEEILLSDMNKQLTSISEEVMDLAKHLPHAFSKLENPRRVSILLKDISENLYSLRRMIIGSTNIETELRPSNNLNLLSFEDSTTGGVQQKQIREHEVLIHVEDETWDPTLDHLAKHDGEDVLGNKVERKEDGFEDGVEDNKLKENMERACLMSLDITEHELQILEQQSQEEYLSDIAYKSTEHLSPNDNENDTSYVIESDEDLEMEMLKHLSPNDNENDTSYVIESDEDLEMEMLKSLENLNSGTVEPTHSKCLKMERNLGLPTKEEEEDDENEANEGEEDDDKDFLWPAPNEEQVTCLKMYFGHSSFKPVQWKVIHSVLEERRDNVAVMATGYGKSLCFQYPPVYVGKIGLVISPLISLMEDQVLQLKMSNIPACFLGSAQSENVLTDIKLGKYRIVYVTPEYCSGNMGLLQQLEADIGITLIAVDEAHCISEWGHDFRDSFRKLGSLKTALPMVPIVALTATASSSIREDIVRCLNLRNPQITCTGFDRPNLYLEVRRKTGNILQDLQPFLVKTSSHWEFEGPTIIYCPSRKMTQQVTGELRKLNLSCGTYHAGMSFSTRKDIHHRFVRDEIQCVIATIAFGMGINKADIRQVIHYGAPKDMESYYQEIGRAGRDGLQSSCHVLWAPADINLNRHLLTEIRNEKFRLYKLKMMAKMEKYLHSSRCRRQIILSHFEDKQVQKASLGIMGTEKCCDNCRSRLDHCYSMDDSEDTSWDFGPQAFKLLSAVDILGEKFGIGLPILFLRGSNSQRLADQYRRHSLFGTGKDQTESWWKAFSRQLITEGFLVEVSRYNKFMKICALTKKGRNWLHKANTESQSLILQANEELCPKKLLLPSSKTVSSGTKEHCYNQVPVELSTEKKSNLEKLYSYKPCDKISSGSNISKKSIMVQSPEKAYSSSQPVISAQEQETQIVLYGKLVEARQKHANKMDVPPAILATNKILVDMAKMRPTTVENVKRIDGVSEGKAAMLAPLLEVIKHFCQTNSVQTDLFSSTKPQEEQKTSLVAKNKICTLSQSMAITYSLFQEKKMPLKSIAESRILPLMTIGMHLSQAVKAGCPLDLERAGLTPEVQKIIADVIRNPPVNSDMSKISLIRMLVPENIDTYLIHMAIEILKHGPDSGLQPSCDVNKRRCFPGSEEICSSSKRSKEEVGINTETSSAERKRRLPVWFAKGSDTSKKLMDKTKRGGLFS
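Screening of the MLSMR collection measured strand separation of a quenched forked DNA duplex (100 nM) by 20 nM WRN with 2 mM ATP, all final. Compounds were preincubated with enzyme 15 min at room temperature.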
ATXN2 expr inh = Primary qHTS for Inhibitors of ATXN expression; HEK-293 ATXN2-luciferase reporter, luminescence, 24 h; Potency, µM (top dose mostly 57 µM), without a hit: top-dose activity change, negative = inhibition, hits mostly inhibitors; hit rate 0.72% among 360,000; further: potency means the concentration at half of the fitted maximal effect; on the % scale 0 is the no-effect control and ±100 the full control effect; nearly all actives have a fitted effect of over 55% in size
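ATXN2-luciferase reporter cells (luciferase flanked by upstream and downstream ATXN2 gene portions) were treated 24 h at 37 °C with compounds at up to 57 uM. SteadyGlo luminescence gave expression; GF-AFC fluorescence gave viability.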
KB-3-1 tox = qHTS assay for MDR1-selective chemotherapeutics: Primary screen using the parental adenocarcinoma cell KB-3-1. KB-3-1 viability, CellTiter-Glo ATP luminescence, 72 h. Potency, µM (titrated, usually from 46.1 µM), for the others: top-dose activity change, negative = cytotoxic, actives largely listed as cytotoxic. hit rate 1.4% among 400,000. AID 1347075, 2019; further: potency means the concentration at half of the fitted maximal effect; on the % scale 0 is the no-effect control and ±100 the full control effect; nearly all actives have a fitted effect of over 60% in size
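Screening of KB-3-1 cells (DMEM, 10% FBS, phenol-red free) ran from lowest to highest compound concentration; after 72 h at 37 °C viability was read luminescently and curves fitted.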
SW480 rereplic = A quantitative high throughput screen for small molecules that induce DNA re-replication in SW480 colon adenocarcinoma cells | SW480 DNA re-replication, Hoechst DNA content imaging, 48 h | AID 624297, 2012 | hit rate 1.8% among 340,000 | Potency, µM (titrated, usually from 46.1 µM), without a hit: at the top dose re-replication activation, most hits filed as activators; further: potency means the concentration at half of the fitted maximal effect; % of control where 0% means no effect; nearly all actives have a fitted effect of over 55% in size
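Readout is total intensity of Hoechst-stained nuclei, excited at 405 nm and collected at 500-530 nm. Compound treatment lasted 48 hr at 37 C in 5% CO2 before staining.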
HT1080 IDH1KD tx = qHTS for induction of synthetic lethality in tumor cells producing 2HG: qHTS for the HT-1080-IDH1KD cell line | Potency, µM (top dose mostly 46.1 µM), for the others: at the top dose activity, negative = toxicity, most hits filed as cytotoxic | hit rate 2% among 360,000 | HT-1080 IDH1 knockdown viability, ATP luminescence, 48 h;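 further: potency means the concentration at half of the fitted maximal effect; 0% = DMSO wells and -100% = cell-free medium wells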
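Viability of IDH1-knockdown HT-1080 fibrosarcoma cells was assessed by CellTiter-Glo after 48 h at 37 °C with titrated compound; concentration-effect curves were classified by fit quality and response size.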
MCF10A rereplic = A quantitative high throughput screen for small molecules that induce DNA re-replication in MCF 10a normal breast cells; MCF 10A DNA re-replication, Hoechst nuclear intensity, 48 h; Potency, µM (series often up to 46.1 µM), for inactives: at the highest dose activity, positive = re-replication, most hits filed as activators; hit rate 2.9% among 350,000; further: potency means the concentration at half of the fitted maximal effect; % of control where 0% means no effect; nearly all actives have a fitted effect of over 50% in size
HT1080NT lethal = qHTS for induction of synthetic lethality in tumor cells producing 2HG: qHTS for the HT-1080-NT fibrosarcoma cell line; HT-1080-NT fibrosarcoma viability, CellTiter-Glo ATP luminescence, 48 h; Potency, µM (highest dose often 46.1 µM), without a hit: at the top dose activity, negative = less viability, actives largely listed as cytotoxic; hit rate 1.6% among 360,000;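 further: NT is the 2HG producing partner of a matched IDH1 knockdown line; potency means the concentration at half of the fitted maximal effect; 0% = DMSO-treated cells and -100% = media-only wells without cells; nearly all actives have a fitted effect of over 55% in size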
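A 48-hour cytotoxicity screen used HT-1080-NT cells plated 2 hours before compound delivery. ATP-based CellTiter-Glo luminescence measured viability, normalized to DMSO and no-cell controls.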
The depositor's hits bear a star; i = inactive; ? = inconclusive; . = no result given; [ ] = dose if it differs, or a comment. Unless noted, the call rests on the fitted dose curve; in most records, active means well fitted curve in the direction sought with a large enough effect; inconclusive means small, poorly fitted or top-dose-only effect, or another doubt; inactive means no such curve, though single readings can be large; an effect the other way counts as inactive or inconclusive.

Structure,KB-V1 cytotox,IL1B secr inh,WRN inhibitor,ATXN2 expr inh,KB-3-1 tox,SW480 rereplic,HT1080 IDH1KD tx,MCF10A rereplic,HT1080NT lethal
NS(=O)(=O)c1ccc(CCNC(=O)CCc2nc3ccccc3s2)cc1,8%,13,0%,9%,7%,-1%,16%,-1%,5%
O=C(Nc1cccc2c1CCCC2)c1cc([N+](=O)[O-])cc([N+](=O)[O-])c1,?,13,2%,-19%,14%,-4%,-10%,0%,-1%
Cc1ccc2c(cnn2C(=O)CCCC(=O)NCc2cccc(F)c2)c1,-9%,-11,-6%,3%,-4%,-2%,-3%,0%,0%
COC(=O)CCc1nc2ccccc2[nH]c1=O,-3%,-5,0%,-3%,1%,-9%,12%,-3%,8%
Cc1ccc(C)c(S(=O)(=O)N2CCCOC2CNC(=O)C(=O)NCCc2ccccc2)c1 (stereo unspecified),?,i,-13%,-9%,14%,?,-17%,?,-5%
CCOC(=O)NCCc1c(C)nc2c(c(C)nn2C(C)(C)C)c1C,0%,10,-6%,24%,?,-5%,?,?,-19%
COc1cccc(OC)c1OCCNC(C)(C)C,-8%,-6,-3%,-9%,16%,3%,13%,1%,23%
CC/C(=N\NC(=O)C1CCCC1)c1ccc(Br)cc1,7%,3,1%,-1%,-4%,1%,10%,5%,20%
COCCCNC(=O)NC(=O)c1ccccc1,-10%,-6,3%,23%,2%,-104%[inhibitor],14%,-62%[inhibitor],12%
O=C(O)/C(=C\c1cccs1)c1ccccc1,-9%,-3,15%,1%,0%,-1%,16%,-8%,-4%
CCOc1ccc2c(c1)sc1nc(C(=O)OC)cc(=O)n12,21%,-22,2%,12%,6%,-2%,4%,-3%,-2%
O=C1c2ccc(-c3ccc(F)cc3OCc3ccccc3)cc2S(=O)(=O)c2cccc(C(=O)N3CCN(c4ncc(Br)cn4)CC3)c21,3%,3,4%,-7%,0%,?,8%,-27%,0%
CCOC(=O)N1CCN(C(=O)CN(Cc2ccc(Cl)cc2)S(C)(=O)=O)CC1,?,2,-15%[57.1 µM],-4%,7%,-2%,12%,1%,18%
CCOC(=O)C1CCCN(c2c(NCCCN(C)Cc3ccccc3)c(=O)c2=O)C1 (stereo unspecified),-13%,0,6%,-8%,-16%,3%,-5%,?,0%
O=C(NCc1ccc(F)cc1)C(Cc1ccccc1)n1cccc1 (stereo unspecified),-13%,0,-4%,-10%,-3%,-2%,-9%,-2%,-5%
CCS(=O)(=O)N1CCc2cc(OC)c(OC)cc2C1,4%,7,1%,9%,6%,-7%,1%,3%,9%
CC(C)Cc1cc(C(=O)Nc2cc(Cl)ccc2Cl)no1,-14%,47,4%,1%,6%,-3%,5%,2%,2%
Clc1ccc2oc(-c3ccccc3)cc(=NCCCN3CCOCC3)c2c1,21µM*,-91*,-3%,8%,?,5%,?,8%,?
O=C(CN1CCOc2ccccc21)NC1CCN(Cc2ccccc2)CC1,-6%,4,-1%,-10%,-2%,1%,-10%,11%,1%
c1ccc(CN2CCN(c3nc4ccccc4n4cnnc34)CC2)cc1,-11%,-3,-6%,-23%,-6%,?,-6%,?,0%
CCC(CC)C(=O)OCC(=O)Nc1cccc([N+](=O)[O-])c1,6%,23,9%,-15%,-1%,-1%,3%,-4%,-4%
Cc1sc(N)c(C#N)c1C,1%,0,8%,-1%,-2%,6%,2%,14%,-8%
COC(=O)c1cc(CN2C(=O)c3ccccc3C2=O)c(O)c([N+](=O)[O-])c1,3%,-5,-2%,3%,-9%,-14%,-1%,-3%,4%
COc1ccc(OC)c(-n2c(C)cc(C=O)c2C)c1,-18%,0,10%,-18%,-5%,-9%,21%,-5%,16%
Cc1ccc(OCC(=O)NCCNC(=O)c2ccccn2)cc1,4%,19,-8%,17%,0%,-11%,-1%,8%,5%
CCC1=NN(C(=O)c2ccc(Cl)cc2)C(O)(c2ccccc2)C1 (stereo unspecified),-7%,-8,-5%,.,-6%,-8%,-8%,22%,-12%
COc1ccc(-c2nnc(OCc3ccccc3)c3ccccc23)cc1,?,-87*,-20%,-3%,?,13%,-9%,3%,-20%
O=C(NCCCN1CCOCC1)c1cc(-c2ccc(F)cc2)no1,?,26,2%,-14%,?,-1%,-14%,0%,-28%
OCC1OC(n2cnc3c(NCc4ccccc4O)ncnc32)C(O)C1O (stereo unspecified),10µM*,-86*,3%,?,?,2.3µM*,9.2µM*,?,13µM*
O=C(NC1CCN(Cc2ccc(Cl)cc2Cl)CC1)c1ccccc1,-19%,-50*,-8%,0%,-22%,0%,1%,9%,3%
Clc1ccc(OCc2cc(-c3ccccc3)no2)cc1Cl,?,-3,-14%,52%[activator],-1%,3%,15%,-13%,8%
COCCN(C(=O)CSc1nnc(-c2cccc(C)c2)n1C)c1c(N)n(Cc2ccccc2)c(=O)[nH]c1=O,7%,-7,-4%,-3%,?,0%,28%,3%,1%
COc1ccc(CCN2CC(C(=O)NCc3cccc4[nH]ccc34)CCC2=O)cc1 (stereo unspecified),-11%,5,0%,6%,0%,-5%,6%,0%,0%
Cn1c(=O)c2c(nc(NCCO)n2CCc2ccccc2)n(C)c1=O,-6%,-5,-10%,-20%,21µM*,-16%,4%,-4%,-27%
CC1(C)N=C(c2ccccc2)C(=O)N1,?,8,-5%,4%,4%,-8%,14%,7%,10%
CN1CCN(c2ccncc2S(=O)(=O)N2CCCCC2)CC1,-18%,8,2%,-21%,7%,-1%,11%,-1%,25%
Cc1[nH]nc2c1C1(CCOCC1)C(C#N)=C(N)O2,10%,10,-8%,-8%,-1%,-3%,-7%,2%,-1%[9.24 µM]
CCCn1nnc2ccccc2c1=O,20%,-13,4%,2%,-7%,-2%,5%,-182%[0.0737 µM],3%
COc1cc(C(=S)N2CCOCC2)ccc1OC(=O)c1ccc(Br)cc1,0%,29,-13%,.,2%,1%,-9%,-5%,-12%
CCCC(CNC(=O)COC(=O)C1=NNC(=O)CC1)c1ccc(Cl)cc1Cl (stereo unspecified),11%,45,10%,-7%,-9%,-7%,-1%,-31%,0%
COC(=O)CC1COc2ccccc2N1C(=O)c1cccc(Cl)c1 (stereo unspecified),?,8,-6%,-3%,0%,-4%,-1%,8%,-5%
C[n+]1cccc(C(=O)NCC2CCCO2)c1 (stereo unspecified),0%,25,6%,2%,0%,0%,6%,-2%,10%
CCOC(=O)C1=C(CCc2ccccc2)NC(=O)NC1c1ccc(Br)cc1 (stereo unspecified),?,-20,-10%,-16%,?,?,-19%,?,-18%
Cc1nc(NC(=O)/C=C/c2ccc(F)cc2)sc1C(=O)N(C)C,0%,?,-13%[57.1 µM],27%,17%,0%,25%,0%,29%
COc1ccccc1CNC(=O)CNC(=O)N1CC(=O)Nc2ccccc21,?,5,4%,-6%,2%,-2%,18%,0%,8%
COc1ccc(CCNC(=O)c2ccc(CS(=O)(=O)Cc3ccc(C)cc3)o2)cc1OC,?,17,7%,.,-1%,.,-4%,.,9%
CC(C)C(C(=O)NC1CCCC1)N(CC1CCCO1)C(=O)CNS(=O)(=O)c1ccc(F)cc1 (stereo unspecified),-27%,1,7%,-9%,1%,-22%,8%,0%,4%
CCOC(=O)CSc1nnc(Cc2ccc(OC)cc2)n1-c1ccccc1,-13%,9,4%,-2%,2%,-2%,-2%,?,-1%
O=C(Nc1cccc2c1CCCC2)c1ccc(Cl)c([N+](=O)[O-])c1,?,-73*,3%,-8%,?,?,-6%,?,-13%
Cn1c(=O)c2[nH]c(NN=Cc3ccc(Br)cc3)nc2n(C)c1=O,-2%,-11,0%,?,13%,?,19%,?,19%
Cc1ccc(S(=O)(=O)N(C)C)cc1NC(=O)COC(=O)COc1ccc2c(C)cc(=O)oc2c1,.,3,-25%,-3%,.,1%,0%,0%,-8%
COc1ccccc1N1CCN(C(=O)c2ccncc2)CC1,11%,16,4%,2%,10%,-9%,1%,-1%,12%
O=P(OCC1CC1)(c1ccccc1)c1ccccc1,-3%,7,-14%[57.1 µM],8%,-10%,-5%,5%,-3%,9%
COc1cccc(C(C)(O)c2nc(-c3ccc(F)cc3OC)cs2)c1 (stereo unspecified),-1%,18,-3%,-2%,0%,.,?,.,?
CCOc1cc(N2CCOCC2)c(OCC)cc1NC(=O)COC(=O)CCn1c(C)csc1=O,0%,1,-26%,-6%,7%,-5%,1%,-3%,5%
CC1CCCCC1NC(=O)c1cccc(N2C(=O)C3C4C=CC(C4)C3C2=O)c1 (stereo unspecified),-15%,40,-9%,0%,-4%,-3%,-17%,6%,-19%

Compounds were not picked by outcome; overall some 12% were active at least once.
